Screening results (PubChem)
T cell modulator: modulators of CD8 T cell-vesicle binding, primary screen, mouse 2C CD8+ T cells, flow cytometry | 2C CD8+ T cell-vesicle binding; active compounds read low | calls only at 7 µM | 330,000 compounds, 0.068% hits;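 active = response, share of CD8 T cells binding vesicles, and their 90th percentile fluorescence all below set limits, cut at about 80% in these data, passing the limit was not always enough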
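Benchmarks: naked versus QL9-loaded vesicles / Assay system: purified 2C TCR transgenic mouse naive CD8+ T cells / Technique: high-throughput flow cytometry with anti-B7-1 and anti-CD8 staining / Timing: Cell–vesicle co-incubation 1.5 h at 37 °C, staining 20 min on ice / Read-out: percent CD8+ FL2 mean versus row control / Probe or stimulus: QL9-loaded Drosophila micro-vesicles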
PhoP inhibition: inhibitors of PhoP regulon expression, primary screen, Salmonella Typhimurium, GFP reporter (AID 1863). S. Typhimurium PhoP-regulated promoter GFP reporter, 4 h; higher % means a stronger effect. inhibition, % at 50 µM; hits with a dose series show IC50 in µM. 300,000 compounds, 0.16% hits;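 active = inhibition over 29.93%, a cutoff 3 SD above the screen mean, later confirmed by dose response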;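 note: 0% = low Mg2+ inducing control and 100% = high Mg2+ repressing control; strong numbers were not always called active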
T cell modulator vesicle-bound %: further read-out of T cell modulator, marked with its call; double positive events, %; measured here: CD8+ vesicle-bound cell fraction;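 binding gate set so that unloaded-vesicle control wells show 10% double positive cells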
An asterisk follows results filed as active; i = inactive.

SMILES	T cell modulator	T cell modulator vesicle-bound %	PhoP inhibition
CCCN(CC(=O)Nc1ccc(F)c(F)c1F)C(=O)C1CC(=O)N(Cc2ccccc2)C1 (stereo not drawn)	i	35	8%
O=C(OCc1cc(=O)oc2cc(O)ccc12)c1cc(S(=O)(=O)N2CCOCC2)ccc1F	i	46	-12%
COc1ccc2nc(NC(=O)CSc3n[nH]c(N)n3)sc2c1	i	39	-1%
CCN(C(=O)CSc1nnc(-c2cccs2)n1N)c1c(N)n(Cc2ccccc2)c(=O)[nH]c1=O	i	43	-3%
CC(C)N(C(=O)CSc1n[nH]c(=O)n1CCc1ccccc1)C(C)C	i	32	4%
CCCCn1c(N)c(N(CCOC)C(=O)c2cc(-c3ccco3)nc3ccccc23)c(=O)[nH]c1=O	i	58	9%
CCC(C(=O)OCC(=O)c1c(N)n(CC(C)C)c(=O)n(C)c1=O)c1ccccc1 (stereo not drawn)	i	52	-6%
COc1cc(/C=C(\NC(=O)c2ccccc2)C(=O)NC(C(=O)O)c2ccccc2)cc(OC)c1OC (stereo not drawn)	i	60	-5%
CC(C)CN(C(=O)COC(=O)c1ccc2c(c1)OCO2)c1c(N)n(Cc2ccccc2)c(=O)[nH]c1=O	i	40	2%
Cc1ccc(NC(=O)COc2coc(CN3CCN(Cc4ccccc4)CC3)cc2=O)cc1	i	19	7%
CN(C)c1cccc(Oc2nc3c(c(=O)n(C)c(=O)n3C)n2C)c1	i	55	-1%
Cc1ccc(S(=O)(=O)NCc2ccccc2)cc1C(=O)NCC1CCCO1 (stereo not drawn)	i	47	-1%
CC(=O)Nc1ccc(S(=O)(=O)NC2CC(=O)N(c3cccc(F)c3)C2)cc1 (stereo not drawn)	i	22	-6%
O=C(NNC(=O)c1ccccc1OCc1ccc(F)cc1)c1ccncc1	i	34	1%
Cc1ccc(OCCCC(=O)N(C)CC(=O)Nc2ccccc2Br)cc1	i	21	-1%
Cc1cc(C)n2nc(C(=O)OCC(=O)N3C(C)CCCC3C)nc2n1 (stereo not drawn)	i	60	-2%
CC(=O)n1cc(/C=N/NC(=O)c2ccccc2Cl)c2ccccc21	i	22	-2%
COc1ccccc1C(=O)NC(CCSC)C(=O)NCC(c1cccs1)N(C)C (stereo not drawn)	i	25	6%
CC(=O)Oc1ccccc1C(=O)Nc1ccccc1	i	26	1%
COc1ccc(C(=O)Nc2cc(-c3ccccc3)nn2-c2ccccc2F)cc1	i	20	7%
Cc1ccc(C(=O)N(CCc2ccccc2)Cc2ccccc2)cc1S(=O)(=O)N1CCCCC1	i	19	10%
COc1ccc(CNC(=O)CNC(=O)c2sc3ccccc3c2Cl)cc1OC	i	57	-6%
COc1ccc(OC)c(S(=O)(=O)Nc2cc3c4c(c2)CCC(=O)N4CCC3)c1	i	53	7%
COc1ccc2oc(C(=O)Nc3ccc(C)cn3)c(C)c2c1	i	42	-5%
COc1ccc(-c2coc3cc(O)ccc3c2=O)cc1	i	28	-4%

Molecules listed so far containing a furan ring, fused or not, in the order listed:
SMILES	T cell modulator	T cell modulator vesicle-bound %	PhoP inhibition
CCCCn1c(N)c(N(CCOC)C(=O)c2cc(-c3ccco3)nc3ccccc23)c(=O)[nH]c1=O	i	58	9%
COc1ccc2oc(C(=O)Nc3ccc(C)cn3)c(C)c2c1	i	42	-5%

Going on with the list:
SMILES	T cell modulator	T cell modulator vesicle-bound %	PhoP inhibition
O=C(c1cc2c(s1)CCCC2)N1CCN(S(=O)(=O)c2ccccc2)CC1	i	17	-14%
O=C(CSC1=NS(=O)(=O)c2cc(F)ccc2N1)NCc1ccccc1Cl	i	44	-1%
Cc1ccc(SCCN2CCC(C)CCC2=O)cc1 (stereo not drawn)	i	21	-4%
CN(CC(=O)Nc1cccc(F)c1)C(=O)c1ccc(N2CCCCC2)c([N+](=O)[O-])c1	i	57	-1%
CC(=O)NC(CC(=O)OC(C)C(=O)Nc1ccc(Cl)cn1)c1ccccc1 (stereo not drawn)	i	52	-1%
CCOc1ccc(CCNC(=O)COC(=O)Cn2cnc3c2c(=O)n(C)c(=O)n3C)cc1OCC	i	12	10%
Nc1nc2c(nc(Br)n2[C@@H]2O[C@@H]3COP(=O)(O)O[C@H]3[C@H]2O)c(=O)[nH]1	i	28	-7%
COC(=O)[C@@]12CCCCN1[C@H](c1ccc(-c3ccc(C(C)=O)cc3)cc1)[C@@H]1C(=O)N(C)C(=O)[C@@H]12	i	13	-2%
Cc1ccc(S(=O)(=O)N2CCOCC2)cc1C(=O)OCC(=O)NCc1ccccc1	i	43	-2%
COc1ccccc1OCC(O)CN1CCOCC1 (stereo not drawn)	i	40	-4%
O=C(CSc1nc(=O)n(CCCN2CCOCC2)c2c1CCCC2)Nc1ccc(F)cc1	i	37	-4%
Cc1ccc(NC(=O)COC(=O)Cc2c(F)cccc2Cl)cc1S(=O)(=O)N1CCOCC1	i	18	0%
CCOC(=O)N1CCN(C(=O)/C=C/c2ccc(OC)cc2)CC1	i	32	1%
O=C(CSc1ccccc1Cl)N1CCOCC1	i	21	11%
CN(CC(=O)Nc1ccccc1Cl)C(=O)Cn1cc(C(F)(F)F)cc(Cl)c1=O	i	49	8%
Cc1cccc(-c2onc3ccc(C(=O)/C=C/N(C)C)cc23)c1	i	36	4%
CCOC(=O)c1ccc(NC(=S)NC(=O)c2cncc(Br)c2)cc1	i	34	3%
CCCN(C(=O)CSCc1ccccc1C)c1c(N)n(Cc2ccccc2)c(=O)[nH]c1=O	i	0	4%
O=C(Cn1nnc(-c2ccccc2F)n1)N1CCCCC1	i	51	0%
CCN(CC(=O)Nc1c(F)cccc1F)C(=O)c1cc(C)oc1C	i	50	3%
Cc1ccccc1-c1cc(C(=O)NCc2cccc(C(F)(F)F)c2)nn1CC1CC(c2cccc([N+](=O)[O-])c2)=NO1 (stereo not drawn)	i	30	16%
Cc1ccc(C(=O)NNC(=O)C2CSC3(C)CCC(=O)N23)cc1 (stereo not drawn)	i	37	3%
O=C(CSc1nc(=O)n(CCN2CCOCC2)c2c1CCCC2)Nc1cccc([N+](=O)[O-])c1	i	63	8%
CN(C)c1ccc(C(=S)N2CCCC2)cc1Br	i	24	2%
COc1ccccc1C(=O)NC(CCSC)C(=O)NCCCSc1ccccc1 (stereo not drawn)	i	38	2%

Ordered by SMILES length (rising): 3 of the compounds above
SMILES	T cell modulator	T cell modulator vesicle-bound %	PhoP inhibition
COc1ccc2oc(C(=O)Nc3ccc(C)cn3)c(C)c2c1	i	42	-5%
CN(C)c1cccc(Oc2nc3c(c(=O)n(C)c(=O)n3C)n2C)c1	i	55	-1%
O=C(CSC1=NS(=O)(=O)c2cc(F)ccc2N1)NCc1ccccc1Cl	i	44	-1%

Some of the entries so far, as labelled records.
mol: Cc1ccc(S(=O)(=O)N2CCOCC2)cc1C(=O)OCC(=O)NCc1ccccc1
  T cell modulator: i; T cell modulator vesicle-bound %: 43; PhoP inhibition: -2%

mol: COc1ccccc1OCC(O)CN1CCOCC1 (stereo not drawn)
  T cell modulator: i; T cell modulator vesicle-bound %: 40; PhoP inhibition: -4%

mol: O=C(CSc1nc(=O)n(CCCN2CCOCC2)c2c1CCCC2)Nc1ccc(F)cc1
  T cell modulator: i; T cell modulator vesicle-bound %: 37; PhoP inhibition: -4%

mol: Cc1ccc(NC(=O)COC(=O)Cc2c(F)cccc2Cl)cc1S(=O)(=O)N1CCOCC1
  T cell modulator: i; T cell modulator vesicle-bound %: 18; PhoP inhibition: 0%

(next part)
SMILES	T cell modulator	T cell modulator vesicle-bound %	PhoP inhibition
CCCN(CC(=O)Nc1ccc(F)c(F)c1F)C(=O)c1ccc2c(=O)n3c(nc2c1)CCC3	i	30	0%
CCCN(C(=O)c1c(CC)noc1C)c1c(N)n(Cc2ccccc2)c(=O)[nH]c1=O	i	28	-4%
CC1CCC(NC(=O)c2cccc(S(=O)(=O)N3CCN(c4ccc(F)cc4)CC3)c2)CC1 (stereo not drawn)	i	55	0%
CSc1ccccc1NC(=O)CN(C)C(C)C(=O)NC(=O)NC1CCCCC1 (stereo not drawn)	i	25	-2%
CC1C(=O)N2CCCc3cc(NC(=O)C(=O)NCc4cccnc4)cc1c32 (stereo not drawn)	i	42	1%
CN(C)S(=O)(=O)c1ccc(N2CCCC2)c(C(=O)Nc2ccccc2Br)c1	i	29	1%
CCOC(=O)N1CCN(C(=O)c2ccc(S(=O)(=O)Nc3cccc(C(F)(F)F)c3)cc2)CC1	i	20	3%
Cc1ccc(NC(=O)CCc2nc3sc4c(c3c(=O)[nH]2)CCCC4)nc1	i	30	-11%
Cc1ccc(S(=O)(=O)N2CCC(C(=O)OC(C)C(=O)N3CCOCC3)CC2)cc1 (stereo not drawn)	i	40	9%
Nc1ncnc2c1ncn2[C@@H]1O[C@H](COP(=O)(O)OP(=O)(O)OP(=O)(O)O)[C@@H](O)[C@H]1O	i	34	0%
CC(=O)COc1ccc2cc(-c3ccccc3)c(=O)oc2c1	i	15	1%
COc1ccc(C(=O)COC(=O)COc2cccc3c2OC(C)(C)C3)c(OC)c1	i	35	4%
COCCN(C(=O)COC(=O)CCc1c[nH]c2ccccc12)c1c(N)n(Cc2ccccc2)c(=O)[nH]c1=O	i	49	-3%
CC(=O)Nc1ccc(NC(=O)C(C)OC(=O)CCCOc2ccc(Cl)cc2C)cc1 (stereo not drawn)	i	31	-6%
O=C(CSC1=NS(=O)(=O)c2cc(Cl)ccc2N1)NCCc1ccccc1	i	15	11%
CN(C)C(=O)c1ccc(NC(=O)COC(=O)CC23CC4CC(CC(Br)(C4)C2)C3)cc1	i	10	1%
O=C(COC(=O)CNC(=O)c1ccc(Cl)cc1Cl)Nc1cccc(S(=O)(=O)N2CCCC2)c1	i	28	-3%
COc1cccc(N2CC(NC(=O)c3cccc4ccccc34)CC2=O)c1 (stereo not drawn)	i	42	-1%
CCc1noc(C)c1C(=O)N1CCN(S(=O)(=O)c2cccs2)CC1	i	33	-7%
CC(=O)Nc1ccc(NC(=O)C(C)OC(=O)C2CC(=O)N(CCc3ccccc3)C2)cc1 (stereo not drawn)	i	46	2%
Cc1c(CC(=O)N2C[C@H]3C[C@@H](C2)c2cccc(=O)n2C3)c(=O)oc2cc3occ(C(C)(C)C)c3cc12	i	25	0%
O=C1CSCC(=O)N1Cc1ccc(Cl)cc1Cl	i	16	0%
O=C(CSc1nc(C(F)(F)F)cc(=O)[nH]1)NCC1CCCO1 (stereo not drawn)	i	57	-6%
O=C(OC1CCOC1=O)C1CCN(S(=O)(=O)c2ccc(Cl)c(C(F)(F)F)c2)CC1 (stereo not drawn)	i	18	-6%
Cc1ccn2c(=O)nc(SCC(=O)Nc3cccc4ccccc34)nc2c1	i	18	-2%

Remaining list, next part:
SMILES	T cell modulator	T cell modulator vesicle-bound %	PhoP inhibition
CC(=O)Nc1ccc(SCC(=O)Nc2oc(C)c3c(C)n[nH]c(=O)c23)cc1	i	18	-5%
CS(=O)(=O)c1ccc(Cl)c(NC(=O)COC(=O)CNC(=O)c2sc3ccccc3c2Cl)c1	i	43	-5%
CC(Sc1nncs1)C(=O)Nc1ccc2c(c1)OCCO2 (stereo not drawn)	i	55	5%
CS(=O)(=O)c1ccc(Cl)c(NC(=O)COC(=O)c2ncc(Cl)c(Cl)c2Cl)c1	i	40	5%
Cc1ccc(S(=O)(=O)NCCC(=O)Nc2ncccc2O)cc1C	i	60	-8%
CC1CCCC(C)N1/N=C/c1cccc([N+](=O)[O-])c1 (stereo not drawn)	i	49	8%
CCOc1ccc(NS(=O)(=O)c2ccc(C(=O)NCc3cccnc3)cc2)cc1	i	42	-1%
O=C(O)c1ccc2c(=O)n3c(nc2c1)/C(=C/c1cccc(O)c1)CC3	i	59	-6%
CC(C)(C)c1ccccc1NC(=O)c1ccc(-n2cncn2)c([N+](=O)[O-])c1	i	10	1%
COc1cccc(NC(=O)CN(C)C(=O)c2ccccc2OCc2c(C)noc2C)c1	i	21	-1%
CCC(=O)c1ccc(OCC(=O)OCC(=O)NC2CCCCCC2)cc1	i	42	1%
Cc1cccc(C)c1NC(=O)COC(=O)c1cc[n+]([O-])cc1	i	14	-6%
Cc1ccc(S(=O)(=O)NCCC(=O)OCC(=O)N2CCCC2=O)cc1C	i	55	3%
COCCN(C(=O)COC(=O)Cc1cccc(OC)c1)c1c(N)n(Cc2ccccc2)c(=O)[nH]c1=O	i	42	-6%
COc1ccc(C(=O)NC(=S)N2CCN(c3ccccc3OC)CC2)cc1	i	17	3%
O=C(CSc1nc2[nH]ncc2c(=O)[nH]1)Nc1ccc(F)cc1	i	26	1%

An excerpt; rates above refer to the full screens.
